Screening results as filed in PubChem.
PGK inhibitor: blocks T. brucei phosphoglycerate kinase | P07378 | PGK/GAPDH coupled, Kinase-Glo luminescence, 60 min | Potency, µM (highest dose often 57.5 µM), for inactives: at the highest dose activity change, negative = inhibition, usual class: inhibitors | 380,000 tested, 0.043% active | AID 602233; note: % is set by controls: 0 for no effect and ±100 for the full control effect; nearly all actives have a fitted effect of over 60% in size
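Luminescent ATP detection (Kinase-Glo Plus) follows a 60-minute room-temperature incubation, with wells lacking PGK as controls. Buffer: 100 mM TEA (pH 7.6), 5 mM MgCl2, 0.01% Tween-20. Coupling enzyme GAPDH (100 nM final) supplies unstable 1,3-BPG in-well.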
rTrxR1 inhibitor: inhibitors of rat thioredoxin reductase 1. 390,000 tested, 1% active. recombinant rTrxR1, NADPH fluorescence consumption, selenite substrate. AID 588453. O89049. Potency, µM (highest dose often 114 µM), for the others: at the highest dose activity change, negative = inhibition, most hits filed as inhibitors; note: % is set by controls: 0 for no effect and ±100 for the full control effect; nearly all actives have a fitted effect of over 65% in size
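Rat TrxR1 (90 nM in the dispensed reagent) was pre-reduced with 400 uM NADPH for 5 min at room temperature, then incubated with compound for 15 min. After 400 uM selenite was added, NADPH fluorescence (Ex 340/Em 450 nm) was followed for 8 min.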
GLS inhibitor: inhibitors of human glutaminase (GLS). O94925. GLS enzymatic activity, qHTS titration. Potency, µM (highest dose often 45.5 µM), without a hit: at the top dose activity change, negative = inhibition, actives largely listed as inhibitors. 410,000 tested, 0.21% active; note: % is set by controls: 0 for no effect and ±100 for the full control effect
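Compounds were pin-transferred onto hKGA, after which L-glutamine (1 mM solution) and a detection mix of glutamate oxidase, HRP and Amplex Red were added. Initial and 30 min RT fluorescence reads were collected.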
HP1b binding inh: HP1-beta chromodomain-methylated histone interaction inhibition | AlphaScreen HP1-beta / biotin-H3K9me3 peptide binding | 390,000 tested, 0.56% active | Potency, µM (series often up to 114 µM), without a hit: at the top dose activity change, negative = inhibition, usual class: inhibitors | P83916; note: nearly all actives have a fitted effect of over 70% in size; inactives centre near 23
Target sequence (P83916 whole entry, looked up): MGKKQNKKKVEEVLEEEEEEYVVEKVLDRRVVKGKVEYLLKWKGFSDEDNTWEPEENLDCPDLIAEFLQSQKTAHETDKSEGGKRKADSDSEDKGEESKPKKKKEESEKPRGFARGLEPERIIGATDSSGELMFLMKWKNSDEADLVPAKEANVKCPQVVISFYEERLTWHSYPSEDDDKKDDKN
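AlphaScreen: HP1-beta (50 nM) preformed 30 min with biotin-H3(1-18)K9me3 peptide (50 nM) in PBS pH 7.4, 0.01% Tween-20. Compound added for 30 min at RT, then streptavidin donor/nickel chelate acceptor beads (10 ug/mL) for 30 min.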
12-LOX inh: ALOX12 (human) lipoxygenase inhibition. P18054. purified 12hLO, xylenol orange hydroperoxide absorbance. Potency, µM (titrated, usually from 108 µM), for the others: top-dose activity change, negative = inhibition, usual class: inhibitors. 580,000 tested, 1.1% active. AID 1671190; note: % is set by controls: 0 for no effect and ±100 for the full control effect
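Hydroperoxide product was detected by ferrous iron/xylenol orange as the 573 to 405 nm absorbance ratio. Arachidonic acid at 40 uM (final) was turned over for 30 min at room temperature by 150 nM human 12hLO, pH 7.0 Hepes buffer, after 15 min compound preincubation.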
JMJD2A Tudor inh: JMJD2A Tudor domain (human) inhibition; AID 504339; 390,000 tested, 4.4% active; AlphaScreen JMJD2A-Tudor / H3K4me3 peptide binding; Potency, µM (series often up to 114 µM), without a hit: at the top dose activity change, negative = inhibition, hits mostly inhibitors; O75164; note: % is set by controls: 0 for no effect and ±100 for the full control effect; nearly all actives have a fitted effect of over 50% in size
RGS4 inhibitor: inhibitors of human regulator of G protein signaling 4. Transcreener GDP fluorescence polarization, RGS4-accelerated GTP hydrolysis. AID 504845. P49798. Potency, µM (series often up to 114 µM), without a hit: at the highest dose activity change, negative = inhibition, hits mostly inhibitors. 390,000 tested, 0.039% active; note: % is set by controls: 0 for no effect and ±100 for the full control effect; nearly all actives have a fitted effect of over 75% in size; some results filed as inactive show a strong effect at the top dose
Target sequence (P49798 whole entry, looked up): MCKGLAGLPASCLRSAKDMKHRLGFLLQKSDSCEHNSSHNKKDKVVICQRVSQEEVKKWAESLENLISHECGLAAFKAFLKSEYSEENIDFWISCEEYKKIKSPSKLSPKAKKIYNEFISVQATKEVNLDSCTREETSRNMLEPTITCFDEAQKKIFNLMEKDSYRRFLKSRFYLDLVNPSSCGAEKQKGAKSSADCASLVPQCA
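MLSMR compounds (23 nl, pin-transferred) preincubated 10 min at room temperature with a 500nM (2x) first reagent, then RGS4 at 900nM (2x) plus Transcreener GDP mix added; fluorescence polarization (620/688 nm) read before and after 90 min at 30 °C.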
ERG Ets-DNA blk: ERG Ets/DNA interaction inhibition. P11308. fluorescence polarization, His-ERG Ets domain / labelled DNA. Potency, µM (series often up to 76.9 µM), inactives show at the highest dose FP activity, negative = inhibition, usual class: inhibitors. 370,000 tested, 0.028% active. AID 624246; active = well fitted inhibition curve with a large enough effect in the polarisation, with a control signal flat; inconclusive = small, poorly fitted or top-dose-only effect, or effect the other way, or a change in a side signal; inactive = no such curve, though single readings can be large or run the other way; the % refers to the polarisation;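 note: polarization taken with two DNA probes labelled with fluorescein and Texas red; % of control where 0% means no effect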
Target sequence (P11308 whole entry, looked up, the tested form may be a part): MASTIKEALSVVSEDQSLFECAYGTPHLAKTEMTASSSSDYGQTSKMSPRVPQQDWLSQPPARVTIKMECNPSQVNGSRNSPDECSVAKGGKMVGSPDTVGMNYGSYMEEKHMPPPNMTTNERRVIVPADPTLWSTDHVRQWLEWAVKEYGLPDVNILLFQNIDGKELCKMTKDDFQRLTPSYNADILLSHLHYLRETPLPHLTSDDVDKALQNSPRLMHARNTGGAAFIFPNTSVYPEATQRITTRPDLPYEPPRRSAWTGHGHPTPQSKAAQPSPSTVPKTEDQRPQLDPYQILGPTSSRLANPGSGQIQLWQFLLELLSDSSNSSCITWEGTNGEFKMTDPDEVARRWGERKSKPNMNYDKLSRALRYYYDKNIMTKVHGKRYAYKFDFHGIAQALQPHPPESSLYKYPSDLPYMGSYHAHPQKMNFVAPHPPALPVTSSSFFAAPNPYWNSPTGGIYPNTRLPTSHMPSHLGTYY
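His-tagged ERG Ets domain (1 uM in the protein solution; 300mM KCl, 50mM Tris-HCl, 1mM EDTA, 1mM DTT, pH 7.5) received compound, then a probe mix of 5 nM fluorescein-DNA and 100nM Texas-615-DNA. Fluorescence polarization was read for both dyes.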
Pin1 inh: inhibitors of human Pin1; Q13526; Pin1 FP peptide displacement, HiFluor488, 10 min; Potency, µM (titrated, usually from 115 µM), without a hit: at the top dose activity, negative = inhibition, most hits filed as inhibitors; 390,000 tested, 0.009% active; AID 504891; active = well fitted inhibition curve with a large enough effect in the polarisation, with a control signal flat, not every such curve was filed as active; inconclusive = small, poorly fitted or top-dose-only effect, or effect the other way, or a change in a side signal; inactive = no such curve, though single readings can be large or run the other way; the % refers to the polarisation; note: % is set by controls: 0 for no effect and ±100 for the full control effect
Target sequence (Q13526 whole entry, looked up): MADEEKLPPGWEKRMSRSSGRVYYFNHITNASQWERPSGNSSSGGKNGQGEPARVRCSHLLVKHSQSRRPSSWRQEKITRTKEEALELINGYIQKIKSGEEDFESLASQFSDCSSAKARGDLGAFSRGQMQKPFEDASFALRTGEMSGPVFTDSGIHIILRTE
* = called active by the depositor; i = inactive; u = inconclusive; x = no result given; & = joins results of further samples; [ ] = another dose, or the depositor's remark. Unless noted, calls come from the whole dose curve; as a rule, active = well fitted curve in the direction sought with a large enough effect; inconclusive = small, poorly fitted or top-dose-only effect, or another doubt; inactive = no such curve, though single readings can be large; an effect the other way counts as inactive or inconclusive. Potency is the fitted concentration of half-maximal effect. A portion of the library, so the mix of outcomes need not match the whole.

RGS4 inhibitor	HP1b binding inh	PGK inhibitor	GLS inhibitor	Structure	rTrxR1 inhibitor	JMJD2A Tudor inh	ERG Ets-DNA blk	12-LOX inh	Pin1 inh
-10.4%	38.7%[activator]	-2.9%	2.8%	CCOC(=O)C1CCCN(C(=O)c2ccc3nc(-c4ccc(OC)c(OC)c4)c(-c4ccc(OC)c(OC)c4)nc3c2)C1 (configuration not stated)	-6.5%	8.0%	7.7%	-10.0%	-1.7%
-15.3%	27.8%	6.3%	-10.6%	CC(=O)Cn1cnc2c(cnn2-c2ccc(C)c(C)c2)c1=O	15.7%	11.6%	-1.8%	-6.2%	8.8%
-36.0%	17.5%	-10.2%	-3.9%	Cn1c(=O)c2c(nc(N3CCCCCC3)n2CC(O)COc2ccc(Cl)cc2)n(C)c1=O (configuration not stated)	8.9%	-13.5%	-3.1%	0.0%	1.1%
-3.7%	8.1%	6.3%	14.0%	CCCNC(=O)NC(=O)COc1c(F)c(F)cc(F)c1F	7.1%[57.1 µM]	-1.5%	3.9%	u	-7.7%
-19.0%	20.3%	-4.2%	-6.9%	Cc1cccc(C)c1NC(=O)c1c(O)c2ccccc2[nH]c1=O	23.2%	-1.7%	3.0%	-50.0%	7.3%
-15.8%	-2.2%	-2.9%	0.6%	COc1c(/C=N/Nc2ccc([N+](=O)[O-])cc2[N+](=O)[O-])c(C)nn1-c1ccccc1	-9.1%	-26.8%	-13.2%	68.5%[activator]	-4.3%
-5.7%	-4.2%	-0.4%	14.2%	Cc1nc(C)c(-c2csc(Nc3ccc(C(=O)O)c(O)c3)n2)s1	-1.3%	-32.1%	8.0%	-13.1%	u
-21.0%	27.0%	-0.3%	0.6%	Cc1cc(NC(=O)CSc2nnc(C)n2C)no1	-7.4%	2.1%	13.0%	-11.4%	1.9%
-7.6%	33.6%	-9.9%	0.5%	N#CC1(c2ccccc2)CCCN1C(=O)c1ccc(Br)cc1 (configuration not stated)	17.6%	-1.5%	-1.2%	10.1%	-0.2%
7.9%	13.8%	-2.5%	14.4%	COc1ccc(N(CC(=O)Nc2cc(Cl)ccc2OC)S(=O)(=O)c2c(C)[nH]c(=O)[nH]c2=O)cc1	17.8%	-5.3%	-2.4%	-33.8%	10.8%
-4.6%	44.5%[activator]	-9.3%	4.5%	Cc1ccc(S(=O)(=O)/N=C(\CCl)N2CCOCC2)cc1	5.8%	-17.1%	2.3%	-19.0%	5.3%
19.9%	23.9%	-0.3%	2.5%	CCOC(=O)C1(Cc2cccc(Cl)c2)CCCN(C(=O)c2cnn(CC)c2)C1 (configuration not stated)	-13.9%	0.0%	-4.6%	-14.3%	-0.3%

Sorted by length of the SMILES (lowest first): three of the compounds above.
RGS4 inhibitor	HP1b binding inh	PGK inhibitor	GLS inhibitor	Structure	rTrxR1 inhibitor	JMJD2A Tudor inh	ERG Ets-DNA blk	12-LOX inh	Pin1 inh
-3.7%	8.1%	6.3%	14.0%	CCCNC(=O)NC(=O)COc1c(F)c(F)cc(F)c1F	7.1%[57.1 µM]	-1.5%	3.9%	u	-7.7%
19.9%	23.9%	-0.3%	2.5%	CCOC(=O)C1(Cc2cccc(Cl)c2)CCCN(C(=O)c2cnn(CC)c2)C1 (configuration not stated)	-13.9%	0.0%	-4.6%	-14.3%	-0.3%
-15.8%	-2.2%	-2.9%	0.6%	COc1c(/C=N/Nc2ccc([N+](=O)[O-])cc2[N+](=O)[O-])c(C)nn1-c1ccccc1	-9.1%	-26.8%	-13.2%	68.5%[activator]	-4.3%

(list continues)
RGS4 inhibitor	HP1b binding inh	PGK inhibitor	GLS inhibitor	Structure	rTrxR1 inhibitor	JMJD2A Tudor inh	ERG Ets-DNA blk	12-LOX inh	Pin1 inh
-44.7%	18.0%	-0.6%	0.6%	CCCCC(=O)Nc1ccc(C)c(O)c1	21.1%[57.1 µM]	0.3%	0.1%	-8.2%	-11.2%
5.0%[11.4 µM]	21.4%	-9.9%	13.1%	Cc1c(Cl)c([N+](=O)[O-])nn1Cc1ccc(C(=O)N/N=C\c2cc(Cl)ccc2O)o1	1.9%[57.1 µM]	-25.2%[57.1 µM]	4.3%	-15.8%	-4.0%
-8.8%	31.9%	3.0%	9.6%	CCOC(=O)C1=C(C)Nc2ccccc2N/C1=N\S(=O)(=O)c1cccc(Cl)c1	-0.8%	2.7%	-0.2%	32.5%[activator]	0.4%
u	5.8%	-4.2%	-12.6%	Cc1nnc(SCC2=C(C(=O)O)N3C(=O)C(NC(=O)COc4ccc(F)cc4)C3SC2)s1 (configuration not stated)	3.98µM*	-23.6%	x	u	u
-10.6%	45.5%[activator]	4.2%	1.3%	Cc1cc(Cl)ccc1OCC(=O)Nc1cccc(S(=O)(=O)N2CCCC2)c1	18.8%	-8.4%	8.8%	203.6%[activator]	58.3%[activator]
13.5%	12.1%	-2.6%	1.1%	Cc1ccc(NC(=O)NCc2ccc3c(c2)OCO3)cc1	6.4%	-10.4%	-8.6%	24.6%	2.1%
-19.2%	22.4%	-0.7%	-1.8%	COc1cc2c(cc1OC)C(COc1ccc3c(C)cc(=O)oc3c1)N(C(=O)c1ccc(C)c(C)c1)CC2 (configuration not stated)	19.4%	4.8%	-13.6%	-27.4%	2.9%
0.0%	-7.7%	-2.7%	4.6%	Cc1ccc(/C=N/NC(=O)c2cccc(S(=O)(=O)Nc3ccccc3Cl)c2)o1	-0.8%	-21.3%	14.3%	-5.9%	-8.9%
2.6%[11.4 µM]	86.5%[activator]	i	-2.6%	CN(c1ccccc1)S(=O)(=O)c1cccc(NC(=O)COC(=O)C2CCCCC2)c1	14.5%	-11.8%[11.4 µM]	12.5%	7.2%	3.7%
14.0%	6.1%	i	-0.1%	COc1ccc(NS(=O)(=O)c2cccc(NC(=O)c3ccc(Cl)nc3)c2)cc1	7.0%[57.1 µM]	-4.7%	1.9%	-13.0%	0.8%
-29.6%[56.9 µM]	73.5%[activator]	i	11.5%	CC1CCCC(NC(=O)CSc2ccc(F)cc2)C1C (configuration not stated)	11.4%	-7.0%	-3.9%	0.0%	-3.1%
7.2%	21.7%	5.3%	5.1%	COc1ccc(N2CC(C(=O)OCC(=O)c3ccccc3)CC2=O)cc1 (configuration not stated)	0.2%	-8.4%	-1.2%	-2.2%	0.9%
13.5%	-3.7%	-7.9%	-0.6%	CC(C)c1cccc(C(C)C)c1NC(=O)CN1CCCC1	13.2%	-17.9%	12.9%	-7.9%	0.8%
2.7%	17.1%	i	-9.7%	O=C(COCc1cc(-c2ccco2)on1)Nc1ccc(OC(F)(F)F)cc1	-13.2%	-27.4%	-0.7%	-23.3%	u
-3.3%[56.9 µM]	72.0%[activator]	-6.5%	1.2%	O=C1C/C(=C\c2c(F)cccc2Cl)N2CCC1CC2	13.2%	-10.8%	3.7%	-2.7%	-11.0%
10.2%	-15.1%	-3.7%	-22.9%	Cn1c(NCc2ccccc2)nc2c1c(=O)n(Cc1ccccc1)c(=O)n2C	5.2%	u	-4.6%	0.0%&-2.9%	-3.2%
5.3%	17.3%	-7.3%	0.8%	O=C(OCc1cccc([N+](=O)[O-])c1)c1cccnc1	12.6%[57.1 µM]	-10.1%	-0.5%	-12.7%	12.1%
29.7%	19.1%	3.7%	2.1%	O=C(Oc1ccc(F)cc1)c1ccc2c(=O)n3c(nc2c1)CCC3	-4.3%	-12.4%	5.8%	-16.5%	-1.7%
6.7%	22.6%	-11.9%	4.8%	CCOC(=O)CC(NS(=O)(=O)c1ccc(OC)c(C)c1)c1cccc([N+](=O)[O-])c1 (configuration not stated)	1.6%	-6.2%	2.0%	-1.6%	-2.1%
-2.4%	52.4%[activator]	-5.9%	-5.3%	COc1ccc(CCNC(=O)Cn2nnc(C(=O)Nc3cc(C)ccc3C)c2N)cc1OC	20.1%	-3.0%	9.8%	-1.0%	1.2%
24.0%	23.2%	-11.8%	3.7%	CC(OC(=O)c1ccccc1C(=O)N(C)C1CCCCC1)C(=O)NC1(C#N)CCCCC1 (configuration not stated)	10.8%	-16.2%	0.8%	3.8%	3.3%
11.2%	51.6%[activator]	-8.9%	-8.2%	COc1ccccc1CNC(=O)CCc1c(C)nn(-c2ccc(N3CCCC3)nn2)c1C	20.8%[57.1 µM]	-7.0%	6.6%	-10.3%	1.8%
-3.8%	51.4%[activator]	-1.8%	-5.8%	O=C(Nc1nnc(C2=COCCO2)o1)c1cccc(C(F)(F)F)c1	4.2%	-4.1%	-9.4%	-13.9%	2.9%
26.4%	16.8%	7.5%	x	Cc1ccc(-c2nnn(CC(=O)N(c3ccccc3F)C(CC(C)C)C(=O)NCC3CCCO3)n2)cc1 (configuration not stated)	-3.2%	10.5%	-3.2%	0.0%	-1.0%
-3.8%	28.9%	-9.8%	1.3%	Cc1cc(C(=O)Nc2c(F)c(F)c(F)c(F)c2F)n(-c2ccccc2)n1	8.2%[57.1 µM]	4.0%	3.7%	-1.7%	2.0%
-5.2%	88.1%[activator]	-5.4%	2.6%	CCN(CC)c1nc2ccccc2nc1-n1nc(C)cc1C	14.8%	39.4%[activator]	3.3%	0.0%	-5.5%
